MITF inh: blocks human microphthalmia-associated transcription factor; AlphaScreen MITF homodimerization, bead proximity signal; inhibition, % at 2.6 µM; 650,000 compounds, 0.91% hits; AID 1259374; in the data active means inhibition above about 50%;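 further: 0% = vehicle wells with protein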
Target sequence (O75030 whole entry, looked up): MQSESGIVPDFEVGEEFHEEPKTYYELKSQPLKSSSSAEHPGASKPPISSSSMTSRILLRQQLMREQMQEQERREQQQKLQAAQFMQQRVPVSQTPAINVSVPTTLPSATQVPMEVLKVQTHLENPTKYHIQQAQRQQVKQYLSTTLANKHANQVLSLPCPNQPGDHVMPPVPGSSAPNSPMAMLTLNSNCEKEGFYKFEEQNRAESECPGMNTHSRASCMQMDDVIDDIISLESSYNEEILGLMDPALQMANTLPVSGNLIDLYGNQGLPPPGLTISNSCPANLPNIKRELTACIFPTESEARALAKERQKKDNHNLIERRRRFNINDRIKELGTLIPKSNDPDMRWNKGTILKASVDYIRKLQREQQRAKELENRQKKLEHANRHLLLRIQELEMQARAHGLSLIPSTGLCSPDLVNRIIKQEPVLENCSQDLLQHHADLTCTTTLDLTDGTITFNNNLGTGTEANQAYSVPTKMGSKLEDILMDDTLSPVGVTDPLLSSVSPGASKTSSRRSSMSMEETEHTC
GPR151 activ: human GPR151 activation | activation, % at 11.2 µM | PathHunter beta-arrestin GPR151 cells, luminescence | 650,000 compounds, 1% hits; in the data active means activation above about 4.9%;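 further: 0% = median of compound wells and 100% = cells with positive control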
Target sequence (Q8TDV0 whole entry, looked up): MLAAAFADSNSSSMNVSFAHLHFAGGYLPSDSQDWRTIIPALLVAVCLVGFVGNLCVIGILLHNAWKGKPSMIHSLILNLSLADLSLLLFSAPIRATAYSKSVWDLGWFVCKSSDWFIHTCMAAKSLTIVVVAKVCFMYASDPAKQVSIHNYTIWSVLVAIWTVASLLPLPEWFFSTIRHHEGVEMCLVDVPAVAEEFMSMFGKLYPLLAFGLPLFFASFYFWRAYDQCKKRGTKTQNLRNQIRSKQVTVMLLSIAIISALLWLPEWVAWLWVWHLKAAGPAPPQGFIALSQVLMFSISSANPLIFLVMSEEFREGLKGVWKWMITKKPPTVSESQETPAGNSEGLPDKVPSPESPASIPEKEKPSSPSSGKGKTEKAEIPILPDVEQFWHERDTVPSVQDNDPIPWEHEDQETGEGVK
FBW7 act: human FBW7 E3 ligase activation, primary screen | AlphaScreen FBW7–phospho-cyclin E peptide binding, activator screen | 650,000 compounds, 0.13% hits | Q969H0 | AID 1259310 | normalized activity (activation), % at 26.1 µM; in the data active means normalized activity above about 1.9%;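 further: purified mutant Fbw7 with reduced substrate affinity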
TEAD-YAP inh: TEAD-YAP interaction inhibition; HEK-TIYL cells, TEAD-Gal4/YAP UAS-luciferase luminescence; inhibition, % at 9.12 µM; 640,000 compounds, 1.4% hits; in the data active means inhibition above about 32%;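 further: 0% = median of test compound wells and 100% = reference inhibitor wells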
Starred values were filed as active, the others as inactive.

SMILES	MITF inh	GPR151 activ	FBW7 act	TEAD-YAP inh
O=C1OC(c2cccc(F)c2)=N/C1=C\c1ccccc1Cl	10	-0.5	0.0	4
CCOC(=O)c1cc(-c2cccnc2)nc2c1c(C)nn2-c1ccc(F)cc1	13	-0.7	0.4	10
C(=N\Nc1nnc2c(n1)[nH]c1ccccc12)/c1ccccn1	27	0.4	-1.9	56*
Cc1[nH]c(-c2ccc3c(c2)OCO3)nc1C(=O)O	15	-0.3	-0.2	9
COCCCNC(=O)CC(NS(=O)(=O)c1ccc(Br)cc1)c1ccco1 (configuration not stated)	6	0.8	-0.1	-8
CC(=NCCO)C1=C(O)CC(C)(C)CC1=O	14	-0.3	0.1	13
CC1=C(C(=O)Nc2nc3ccccc3s2)C(c2ccc(Cl)cc2)C2=C(CC(C)(C)CC2=O)N1 (configuration not stated)	-11	1.7	0.3	8
COc1ccccc1C(C)NS(=O)(=O)c1ccccc1Br (configuration not stated)	2	0.6	0.0	14
CCOC(=O)c1c[nH]c2ccc(C)cc2c1=O	-4	-0.1	0.1	-3
COc1cn(C)c(C(=O)NC(C)c2ccccc2)cc1=O (configuration not stated)	1	0.4	-0.2	-2
C/C(=N/NC(=O)c1ccncc1)c1ccc(Cl)cc1	-1	0.6	0.1	-3
Cc1ccc(CN2CCN(Cc3c(C)n(C)n(-c4ccccc4)c3=O)CC2CCO)o1 (configuration not stated)	-9	-1.7	-0.1	-14
Cc1noc(/C=C/N(C)C)c1S(=O)(=O)N1CCc2ccccc2C1	11	0.2	0.4	9
N/C(=N\NC(=O)c1cccs1)c1cc2ccccc2oc1=O	8	-0.9	-0.4	-75
Cc1ccc(C(=O)N(CC#N)CC#N)cc1C	-5	1.2	-0.1	1
CCOc1ccc(C2Nc3ccccc3-c3nnc(SCc4ccccc4F)nc3O2)cc1OC (configuration not stated)	10	5.8*	-0.2	-3
Cc1ccc2nc(C(F)(F)F)c(C(=O)NCc3cccnc3)n2c1	10	-0.1	0.9	-1
Cc1cc(C)n(CCNC(=O)c2ccc(CN(C)C3CCCCC3)[nH]c2=O)n1	-5	0.9	0.0	9
O=C(COc1ccccc1I)Nc1ccccc1Cl	8	1.9	0.7	-22
COc1cc(/C=N/NC(=O)COc2ccccc2C)ccc1O	-1	0.7	0.0	4
O=C(NCc1ccc(F)cc1)c1cnc2ccccn2c1=O	-8	0.2	0.2	5
Cc1cc(Cl)ccc1OCC(=O)OCC(=O)Nc1ccc(C#N)cc1	11	1.1	0.3	0
Cc1ccc2c(c1)sc(=NC(=O)c1ccc(S(=O)(=O)N3CCc4ccccc4C3)cc1)n2C	0	-0.4	0.0	-2
O=C(NNC1=NCCCCC1)c1ccccc1Cl	3	-0.1	0.5	18
CN1C(=O)C(C)(C)COc2cc(NC(=O)NC(c3ccccc3)c3ccccc3)ccc21	12	0.4	-0.1	9
COc1cccc(-n2cc(C(=O)NCCC(=O)N3CCCCCC3)c3ccccc3c2=O)c1	-1	3.9	0.0	-4
O=C(O)CCN1C(=O)NC2(CCCC2)C1=O	11	-1.0	0.2	-1
CN(C)c1ccc(NC(=O)CCn2c(=O)oc3ccccc32)cc1	-5	0.1	-0.1	-9
COc1ccc(Cl)cc1Nc1nc2nonc2nc1Nc1cc(Cl)ccc1OC	4	-0.2	-0.1	4
Cc1ccc(-n2nnnc2SC(C)C(=O)NC(C)(C#N)C(C)C)c(C)c1 (configuration not stated)	-3	-0.2	0.1	-5
Cc1cc(C)c2c(c1)[nH]c1nnc(SCC(=O)Nc3ccc(Br)cc3F)nc12	29	-1.3	0.2	-9
COC(=O)c1c(NC(=O)c2ccc(S(=O)(=O)N3CCOCC3)cc2)sc2c1CCN(C(C)=O)C2	14	-1.1	0.1	19
COc1cc(C(=O)N2CCN(C)CC2)c([N+](=O)[O-])cc1OC	3	0.8	-0.4	-2
COc1ccc(NC(=O)C(=O)NCc2ccncc2)cc1Cl	2	2.7	-0.2	-4
O=c1c2ccccc2ncn1Cc1ccccc1Cl	-12	0.6	-0.1	-2
COC(=O)C1=CNC=C(C(=O)OC)C1c1cc2c(cc1Cl)OCO2	8	2.6	0.3	-11
COC(=O)c1ccc(NC(=O)c2ccccc2Br)cc1	3	-0.8	0.0	-14
Cc1nc2ncnn2c(C)c1CCC(=O)NC1CCCCCC1	13	1.8	0.0	2
COc1cccc(Nc2nc3ccc(C)cc3n3nnnc23)c1	3	-0.7	0.1	-4
Cc1ccc(NC(=O)C(C)N2C(=O)c3ccccc3C2=O)c([N+](=O)[O-])c1 (configuration not stated)	-4	-1.1	0.0	-2
O=c1[nH]c2ccccc2nc1Cc1cccc([N+](=O)[O-])c1	7	0.3	0.0	-1
Cc1c(NC(=O)c2ccc(-c3cccc([N+](=O)[O-])c3)o2)c(=O)n(-c2ccccc2)n1C	-6	-0.6	-0.2	4
CC(=O)Oc1ccc2nc(-c3cccs3)oc(=O)c2c1	8	-7.0	1.0	8
COc1cccc(CN2CCN(C(=O)C3CCCO3)[C@@H](C)C2)c1 (some centres not stated)	0	-0.4	-0.1	6
O=C(Nc1sc2c(c1C(=O)Nc1ccccc1)CCC2)c1ccc(Br)cc1	-8	-2.2	0.0	-4
O=C(COC(=O)C1CC1)Nc1ccccc1	-16	-1.4	-0.1	-43
C=CCn1c(O)c(CN2CCCC(C)C2)c(C)c(C#N)c1=O (configuration not stated)	8	-0.3	-0.1	-1
CCOc1ccccc1NC(=O)c1ccc(F)c(S(=O)(=O)N2CCC(C)CC2)c1	10	-0.2	0.3	6
COc1ccc(OC)c(C2/C(=C(\O)c3ccccc3)C(=O)C(=O)N2Cc2cccnc2)c1 (configuration not stated)	-2	-0.7	-0.1	-1
O=C(/C=C/c1ccccc1Cl)N1CCC(c2nnc(-c3ccco3)s2)CC1	7	-0.3	0.1	2
CCCCCc1c2c(cc(O)c1C(=O)O)OC(=O)c1c(cc(OC)cc1C(=O)CCCC)O2	3	0.7	0.3	4
Cc1cc(=O)oc2cc(OCCSc3nnc(-c4ccncc4)o3)ccc12	2	1.6	0.1	-2
COc1ccc(-c2cc3nc(C)c(C)c(N4CCCC4)n3n2)cc1OC	2	-0.1	-0.1	-10
O=C(c1ccc2c(c1)OCO2)N1CCN(c2ccc([N+](=O)[O-])cc2)CC1	3	-1.8	0.1	1
CC(C)CC(=O)N(C)c1nnc(-c2cccnc2)s1	3	0.5	-0.2	-1
COc1ccc(/C(C)=N/N=C(\N)SC2CC(=O)N(c3cccc([N+](=O)[O-])c3)C2=O)cc1 (configuration not stated)	12	1.8	0.0	12
CC(C)(C)c1cn2c3ccccc3n(N)c2n1	2	0.3	0.1	-8
CC(=O)c1cc(C(=O)CC(=O)Nc2cccc([N+](=O)[O-])c2)sc1Nc1ccccc1	4	-0.2	0.1	-3
COC(=O)NNC(=S)Nc1cccc(C)c1	7	3.3	0.1	14
CC(=O)Nc1ccc(Nc2cc(C)nc(-c3ccc(C(=O)NC4CC4)cc3)n2)cc1	6	-0.8	0.4	2

Looked up one by one from the list above, 5 records:
SMILES	MITF inh	GPR151 activ	FBW7 act	TEAD-YAP inh
CN1C(=O)C(C)(C)COc2cc(NC(=O)NC(c3ccccc3)c3ccccc3)ccc21	12	0.4	-0.1	9
COc1cc(/C=N/NC(=O)COc2ccccc2C)ccc1O	-1	0.7	0.0	4
Cc1ccc2c(c1)sc(=NC(=O)c1ccc(S(=O)(=O)N3CCc4ccccc4C3)cc1)n2C	0	-0.4	0.0	-2
Cc1cc(C)c2c(c1)[nH]c1nnc(SCC(=O)Nc3ccc(Br)cc3F)nc12	29	-1.3	0.2	-9
COc1ccccc1C(C)NS(=O)(=O)c1ccccc1Br (configuration not stated)	2	0.6	0.0	14

Continued.
SMILES	MITF inh	GPR151 activ	FBW7 act	TEAD-YAP inh
c1ccc2c(N3CCCCC3)ncnc2c1	-13	-0.6	0.1	10
O=C(NCc1ccccc1)Nc1nnc(N2CCCCC2)s1	9	0.7	0.1	-38
N#CC1=C(SCC(=O)Nc2ccccc2)NC(c2ccccc2)=C(c2nc3ccccc3s2)C1c1ccccc1Cl (configuration not stated)	-28	0.9	-0.1	2
COc1cc(NC(=O)c2ccc3nc(Nc4cc(OC)c(OC)c(OC)c4)sc3c2)cc(OC)c1OC	0	-2.5	-0.2	-8
CCN1CCN(c2cc(C)c3cc(NC(=O)c4cncc(Br)c4)ccc3n2)CC1	10	-1.9	-0.3	-2
O=C(O)COc1ccc(/C=C2/C(=O)NC(=O)N(Cc3ccc(F)cc3)C2=O)cc1	9	0.1	-0.5	-9
CN(C(=O)c1nn2c(C(F)(F)F)cc(-c3cccs3)nc2c1Br)C1CCCCC1	5	0.6	-0.1	7
Cc1ccc(S(=O)(=O)NC(=O)Nc2cccc([N+](=O)[O-])c2)cc1	3	-0.9	0.3	0
Cc1nn(C)c(C)c1S(=O)(=O)N1CCC(C(=O)NC2CCCCCC2)CC1	2	0.4	0.0	-16
COc1ccc(CC2=CC(=O)c3ccccc3C2=O)cc1	11	-1.1	-0.5	6
CCOC(=O)c1ccc(N2CCN(c3ccc(F)cc3)CC2)c(NC(=O)Nc2ccc(C)c(C)c2)c1	-7	0.0	0.0	5
O=C(NCc1cccc(C(F)(F)F)c1)c1ccnc(Nc2cccnc2)c1	7	2.6	-0.1	-1
O=C(N/N=C/c1cc([N+](=O)[O-])ccc1F)c1cccc(Br)c1	3	0.7	0.0	-6
O=c1c2sc(=S)n(Cc3ccccc3)c2nc(SCc2ccc(Cl)cc2)n1Cc1ccccc1	-6	0.9	-0.1	-6
O=C(COc1ccccc1Cl)Nc1cccc(Oc2ccc3c(c2)C(=O)NC3=O)c1	9	-0.3	0.0	0
COc1ccc(CCN2C(=O)CC(C(=O)Nc3ccc(C(=O)O)cc3)SC2=Nc2ccccc2)cc1OC (configuration not stated)	2	-0.2	-0.3	-5
Cc1c(OCC(=O)c2ccc(Cl)cc2)ccc2c1oc(=O)c1ccccc12	-8	1.1	-0.8	-4
CCN(CCNC(=O)C(C)N1C(=O)COc2ccc(C)cc21)c1ccccc1 (configuration not stated)	7	1.9	-0.2	0
COc1ccc(C2CC(=O)N(CC(=O)Nc3ccc(OC)c(OC)c3)c3ccccc3S2)cc1 (configuration not stated)	-10	1.2	-0.3	-1
COc1ccc(CCNC(=O)c2nnn(-c3ccc4c(c3)OCCO4)c2N)cc1OC	5	0.7	0.0	65*
CCSC1=C(C#N)C(c2ccc(Cl)cc2)C(C(=O)OC)C(=O)N1 (configuration not stated)	2	-1.1	-0.1	12
O=C(O)c1ccccc1NS(=O)(=O)c1cccc(C(F)(F)F)c1	12	4.3	0.2	0
CSCC(C)N1CCC(Oc2cccc(C(=O)NCc3ccccc3)c2)CC1 (configuration not stated)	12	0.0	0.1	6
O=CCn1c(=S)sc2c(=O)[nH]c(-c3c[nH]c4ccccc34)nc21	-11	-0.4	-0.1	6
O=C(Nc1ccc(-c2ccncc2)cc1)C1COc2ccccc2O1 (configuration not stated)	17	1.8	0.3	-4
COc1ccc(Nc2nc(OC)nc(OC)n2)cc1	-3	-0.6	0.1	-12
CCN=C1SC(CC(=O)Nc2ccccc2F)C(=O)N1CC (configuration not stated)	3	-0.6	-0.1	4
Cc1cc(Nc2ccc3c(c2)OCO3)nc(NC2CCC(O)CC2)n1 (configuration not stated)	9	-2.5	-0.1	-46
Cc1c(Cl)cccc1NC(=O)CCn1cccc1	3	-0.2	0.0	-7
O=C(C1CCN(c2nc3nonc3nc2N2CCSCC2)CC1)N1CCOCC1	10	4.7	0.3	-6
Cc1cccc(N2C(=O)c3ccc(C(=O)Nc4cccc(O)c4)cc3C2=O)c1C	18	0.0	-0.1	-5
COCCNC(=O)CN(CC1CCCO1)C(=O)CCC(=O)Nc1ccccn1 (configuration not stated)	7	0.1	0.1	8
COc1ccc(C(=O)N2CCCC2c2nccs2)cc1OC1CCN(C(C)=O)CC1 (configuration not stated)	10	-0.1	0.0	0
COc1cc(Cl)c(Cl)c(/C=N/NC(=O)c2cccnc2)c1O	13	2.1	0.1	8
COc1ccc(CC(=O)Nc2sc3c(c2C(=O)Nc2ccccc2OC)CCCCC3)cc1	-8	0.7	0.0	3
Cc1nc2c(c(=O)n(Cc3ccccc3)c(=O)n2C)n1Cc1ccccc1	8	0.0	-0.1	-1
O=C(Cn1nnc(-c2ccccc2)n1)c1ccc(OC(F)F)cc1	1	-0.9	0.3	-5
Cc1nn(C)c(C)c1-c1nc2ncnc(NC3CCN(Cc4ccccc4)CC3)c2[nH]1	-3	1.2	-0.1	-5
CC(C)OC(=O)c1ccc(N2C(=O)c3cccc([N+](=O)[O-])c3C2=O)cc1	-17	3.5	-0.1	-2
Cc1sc2nc(C3CC3)n(C3CCN(CC(=O)NC4CCCC4)CC3)c(=O)c2c1C	1	3.7	-0.1	4

In the list so far, these have a cyano group.
SMILES	MITF inh	GPR151 activ	FBW7 act	TEAD-YAP inh
Cc1ccc(C(=O)N(CC#N)CC#N)cc1C	-5	1.2	-0.1	1
Cc1cc(Cl)ccc1OCC(=O)OCC(=O)Nc1ccc(C#N)cc1	11	1.1	0.3	0
Cc1ccc(-n2nnnc2SC(C)C(=O)NC(C)(C#N)C(C)C)c(C)c1 (configuration not stated)	-3	-0.2	0.1	-5
C=CCn1c(O)c(CN2CCCC(C)C2)c(C)c(C#N)c1=O (configuration not stated)	8	-0.3	-0.1	-1
N#CC1=C(SCC(=O)Nc2ccccc2)NC(c2ccccc2)=C(c2nc3ccccc3s2)C1c1ccccc1Cl (configuration not stated)	-28	0.9	-0.1	2
CCSC1=C(C#N)C(c2ccc(Cl)cc2)C(C(=O)OC)C(=O)N1 (configuration not stated)	2	-1.1	-0.1	12
